phage Ecoli inh: E. coli growth loss with phage present; growth absorbance; inhibition, % at 11.9 µM; actives 0.26% (n = 360,000); in the data active means inhibition above about 11%
Tat export inh: E. coli Tat transport inhibition; E. coli MC4100 TorA-mCherry Tat export, fluorescence; inhibition, % at 10 µM; actives 0.036% (n = 340,000);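 active means mean replicate inhibition at least 50% and at least half of replicates individually reaching 50%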;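 further: exported cargo escapes ClpAP degradation while cytoplasmic cargo is degraded and loses fluorescence; 0% = median of neutral control wells and 100% = median of NaSCN control wells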
Ecoli viability: bacterial growth inhibition, counter-screen for AddAB inhibitors; inhibition, % at 11.9 µM; actives 0.27% (n = 330,000); E. coli V3065 growth, OD600 absorbance, 18 h;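 active means inhibition above the campaign's mean inhibition across all tested compounds plus 3 SD, cut at about 9.9% in these data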;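 further: uninfected addAB+ strain grown without phage in ampicillin broth; 0% = DMSO wells and 100% = ciprofloxacin 0.95 µg/ml wells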
PfHsp90 set2: inhibits growth of yeast expressing Plasmodium falciparum Hsp90 | S. cerevisiae expressing PfHsp90, BacTiter-Glo ATP, 48 h; yeast lacking PDR1 and PDR3 efflux regulators | inhibition, % at 9.4 µM | actives 0.32% (n = 310,000);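 active means every replicate shows inhibition above about 80%, whatever the replicate mean, limit read from the data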;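 further: 0% = DMSO neutral controls and 100% = 20 µM radicicol positive controls; yeast relying on Plasmodium falciparum Hsp90 in place of its own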
Arrestin-AP2 inh: inhibitors of human beta-arrestin and AP2 interaction | FITC-arrestin peptide / GST-AP2 beads, flow cytometry; AP2 beta2 appendage carries R879A mutation | inhibition, % at 10 µM | actives 0.31% (n = 340,000) | AID 504490;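 active means inhibition above a set limit, near 3 SD of compounds lacking own fluorescence, cut at about 54% in these data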;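 further: plate controls were DMSO wells for no effect and 5 µM unlabelled arrestin peptide for full effect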
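Material – AP2 appendage R879A on GSH beads · Buffer or medium – PBS with 0.05% Tween 20 and 0.1% BSA · Probe or stimulus – fluorescein-tagged arrestin peptide at 50 nM final · Incubation – compound with beads 12 min RT, then probe 1 h RT · Detection – high-throughput flow cytometry of beads, ex 488, em 535 nm · Evaluation – percent response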
OPRM1-OPRD1 inv: inverse agonist of human OPRM1-OPRD1 heterodimerization | P35372+P41143 | cell-based MOR-DOR heterodimer luminescence, inverse agonism | inhibition, % at 9.3 µM | actives 0.21% (n = 340,000); in the data active means inhibition above about 22%, passing the limit was not always enough;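 further: 0% = cells with DMSO and 100% = wells without cells with DMSO; values of inactives mirror those of a sister screen read the other way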
Target sequence (P35372 whole entry, looked up): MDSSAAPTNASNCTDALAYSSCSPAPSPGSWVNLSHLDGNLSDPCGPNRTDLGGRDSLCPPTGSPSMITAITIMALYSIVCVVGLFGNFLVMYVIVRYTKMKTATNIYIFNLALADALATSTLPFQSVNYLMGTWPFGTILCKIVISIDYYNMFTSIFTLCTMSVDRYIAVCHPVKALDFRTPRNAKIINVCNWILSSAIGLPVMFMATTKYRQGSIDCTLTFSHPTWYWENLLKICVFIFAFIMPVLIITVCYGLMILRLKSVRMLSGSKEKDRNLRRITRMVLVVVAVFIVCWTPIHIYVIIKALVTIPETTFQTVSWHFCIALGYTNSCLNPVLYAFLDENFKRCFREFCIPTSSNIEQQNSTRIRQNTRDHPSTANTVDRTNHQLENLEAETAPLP
Target sequence (P41143 whole entry, looked up): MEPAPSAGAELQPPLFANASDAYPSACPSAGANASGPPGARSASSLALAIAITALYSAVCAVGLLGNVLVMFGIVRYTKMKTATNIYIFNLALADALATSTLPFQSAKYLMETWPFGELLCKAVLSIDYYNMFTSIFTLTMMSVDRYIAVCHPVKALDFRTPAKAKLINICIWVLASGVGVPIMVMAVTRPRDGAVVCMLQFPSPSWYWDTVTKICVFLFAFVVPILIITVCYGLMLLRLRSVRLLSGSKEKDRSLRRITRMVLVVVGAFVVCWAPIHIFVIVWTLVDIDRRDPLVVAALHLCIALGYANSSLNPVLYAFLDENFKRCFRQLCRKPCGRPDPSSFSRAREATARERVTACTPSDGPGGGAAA
PKA-R1A act: PKA-R1A complex activation. P00514+P68181. PKA-R1A dissociation, Cy5-IP20 fluorescence polarization; scaled: DMSO 0%, 113 µM cGMP 100%. activation, % at 11.4 µM. actives 0.083% (n = 340,000);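 active means percent activation above the mean of all tested compounds plus 3 SD, cut at about 19% in these data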;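 further: higher means more PKAc released from R1A so a rise in polarization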
Pemphigus Ab inh: human desmoglein-3 autoantibody binding inhibition. binding (percent of control), % at 10 µM. DSG3-coupled beads, scFv-anti-DSG3-GFP binding, flow cytometry; hits give low values. P32926. actives 0.48% (n = 310,000);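 active means binding more than 3 SD below its plate's average and above zero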;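 further: hits lower antibody fragment binding to DSG3; some compounds called inactive have numbers as strong as hits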
OPRM1-OPRD1 ag: agonists of human mu-delta opioid receptor heterodimerization; P35372+P41143; cells, OPRM1-OPRD1 heterodimerization, luminescence; activation, % at 9.3 µM; actives 0.3% (n = 340,000); AID 504326; in the data active means activation above about 18%;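 further: 0% = vehicle-treated cells and 100% = reference agonist; values of inactives mirror those of a sister screen read the other way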
Mot1-301 SUMO: inhibitors of SUMOylation pathway: yeast Mot1-301 growth rescue; S. cerevisiae Mot1-301 growth rescue, ATP luminescence, 38.5C; percent above DMSO median, 100 means doubled; growth rescue, % at 18.8 µM; actives 1% (n = 320,000);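 active means every valid replicate shows activation above 250% relative to neutral control wells; inactive means the rest, any valid replicate at or below 250%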;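 further: OY570 slx delta 5 strain wells were the positive control but not used for scaling; some compounds called inactive have numbers as strong as hits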
AddAB inh: less growth of phage-infected E. coli with AddAB; E. coli expressing H. pylori AddAB, absorbance growth; inhibition, % at 11.9 µM; actives 0.29% (n = 330,000); AID 435030; in the data active means inhibition above about 12%;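 further: 0% = vehicle wells of infected cells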
An asterisk follows results filed as active; nt = no result given; & = joins results of further samples. Compounds as they come; overall some 2.8% were active at least once.

SMILES	phage Ecoli inh	Tat export inh	Ecoli viability	PfHsp90 set2	Arrestin-AP2 inh	OPRM1-OPRD1 inv	PKA-R1A act	Pemphigus Ab inh	OPRM1-OPRD1 ag	Mot1-301 SUMO	AddAB inh
Cc1ccc(OCCNS(=O)(=O)c2cccs2)cc1	-1.2	-3	-2.0	nt	-8	11	0	105	-1.9	-5	0.6
COc1ccc(CC(=O)Nc2ccc(-c3nnc(-c4ccc(C)cc4)o3)cc2)cc1	-0.1	-3	-1.9	3	4	0	2	106	0.0	-19	1.1
CN(C)CCn1c(=S)[nH]c2ccc(Cl)cc2c1=O	3.1	2	-1.3	-2	-14	2	-8	nt	-0.4	77	-0.8
COc1ccc(C(=O)Nc2cccc(C)c2)cc1S(=O)(=O)N1CCOCC1	2.0	-1	-2.5	20	1	-7	5	99	1.2	-9	0.9
COC(=O)N/N=C/c1cc(Cl)cc(Cl)c1OCc1ccccc1	-1.1	-2	-0.8	7	15	-13	-14	95	2.5	-11	0.2
c1ccc(Cn2nnnc2CN2CCCC2)cc1	1.4	4	-1.1	-20	3	5	-1	80	-1.0	-14	2.6
COc1ccc(C=NNC(=O)c2cc(C)oc2C)cc1O	3.0	-3	-1.0	7	18	15	-1	122	-2.9	5	0.6
Cc1cc(C)c(S(=O)(=O)N2CCCC(C(=O)NCc3ccccn3)C2)c(C)c1 (stereo unspecified)	-0.9	-12	-3.9	7	15	0	-10	103	0.1	-6	2.1
O=c1cc(S(=O)(=O)Cc2ccccc2)[nH]c(=O)[nH]1	3.3	-2	nt	26	-10	17	-1	109	-3.4	nt	nt
Cn1c(CCC(N)=O)nnc1SCC(=O)Nc1ccccc1C(=O)NC1CC1	5.8	2	-2.8	15	4	18	-10	nt	-4.8	-12	0.1
COCCCn1c(=O)c2sccc2n2c(CCCC(=O)N3CCN(c4ccccn4)CC3)nnc12	2.4	7	-0.9	-2	-6	12	-7	91	-2.3	-17	2.1
Cc1ccc(-c2nnc(Nc3ccc(C(=O)N(C)C)cc3)c3ccccc23)cc1S(N)(=O)=O	1.6	-2	-2.6	-5	39	16	0	93	-3.5	44	-3.0
Cc1cc(C)c(NC(=O)CSc2nc3[nH]ncc3c(=O)[nH]2)c(C)c1	3.0	-3	-0.5	nt	-8	18	-12	83	-2.8	-5	4.0
CCN(CC(=O)NCc1cccs1)C(=O)C1CC(=O)N(c2ccc(OC)cc2OC)C1 (stereo unspecified)	1.8	2	1.0	14	-4	2	-8	77	-0.3	37	1.9
COCC(C)NS(=O)(=O)c1ccccc1 (stereo unspecified)	3.6	-4	-1.8	10	9	6	4	99	-1.0	-2	2.9
Cc1cc([N+](=O)[O-])ccc1NCc1ccc2c(c1)OCCO2	1.1	1	-1.2	-2	0	15	7	121	-3.0	-12	2.2
CCOc1ccc(OCc2nnc(SCC(=O)NC3CCS(=O)(=O)C3)n2-c2ccc(Cl)cc2)cc1 (stereo unspecified)	0.6	10	-2.6	17	-3	5	9	108	-0.6	-8	-2.7
CCC1CCCCN1CCCNC(=O)C1CCC(CNS(=O)(=O)c2c(C)cc(C)cc2C)CC1 (stereo unspecified)	1.6	-8	-13	7	-4	5	6	113	-0.9	509*	3.4
Cc1ccc(Cl)c2c1=NC(=O)C=2c1[nH]c(=S)[nH]c1O	5.0	9	-1.3	13	4	27	-14	102	-5.6	141	3.9
Fc1ccccc1-c1cc2ccccc2cn1	2.4	-24	-2.3	0	6	10	-2	102	-1.7	-18	-0.4
O=C(CCSCc1ccccc1F)NCCc1ccccc1	0.2	3	-2.8	-18	-1	4	-6	103	-0.9	10	-1.4
CCOc1ccc(C(=O)NC2CCN(S(=O)(=O)CC)CC2)cc1	4.9	-4	-1.2	-64	3	-11	9	nt	1.9	-5	2.2
N#Cc1c(N)n(CCOC(=O)c2cccc([N+](=O)[O-])c2)c2nc3ccccc3nc12	-0.5	1	0.5	-9	0	-11	-8	nt	2.2	-3	-1.2
Cc1ccc(NC(=O)CSCC(=O)Nc2ccc(S(=O)(=O)N3CCOCC3)cc2)cc1	0.8	-1	0.1	8	-5	8	-5	103	-1.5	11	0.1
CCN(C[C@H]1N[C@@](CC)(C(=O)OC)[C@H]2C(=O)N(Cc3ccccc3)C(=O)[C@@H]12)C(=O)COC	2.8	0	-2.0	-18	4	2	2	104	-0.5	nt	1.5
CCc1noc(C)c1C(=O)OC(C)C(=O)Nc1ccc2c(c1)OCO2 (stereo unspecified)	-0.3	-7	-0.7	5	-5	1	3	102	-0.1	9	-0.1
O=C(NC1=NCCS1)C1CCN(S(=O)(=O)c2ccc(Cl)cc2)CC1	6.4	-1	1.1	19	-6	3	-9	101	-0.8	96	1.3
CCN1CCc2c(sc(NC(=O)c3ccc(C(=O)c4ccccc4)cc3)c2C(N)=O)C1	-0.2	5	-3.1	-28	-2	15	-6	108	-2.7	23	0.1
COc1ccccc1-n1c(-c2cccnc2)n[nH]c1=S	0.3	-7	-1.9	4	23	-5	6	107	0.8	-3	-1.5
Cc1cccc(NC(=O)COC(=O)c2ccc3c(c2)OCO3)c1C	3.5	-2	-0.2	-1	-9	12	6	96	-2.3	nt	0.3
Cc1nn(-c2ccccc2)c(C)c1NS(=O)(=O)c1ccccc1	-1.3	2	1.3	-5	9	10	-20	101	-1.9	-9	1.9
COc1cc(O)c(C(C)=O)c(OC)c1	2.9	-6	nt	6	0	-4	3	94	0.8	nt	nt
O=C(NN=Cc1cc(=O)[nH]c(=O)[nH]1)c1ccncc1	5.5	-15	nt	-13	-11	16	-1	nt	-3.3	nt	nt
Cc1cccc(S(=O)(=O)N/N=c2\sc3ccccc3n2C)c1	1.6	-1	-1.3	nt	15	-23	2	112	4.7	4	-0.6
COc1ccccc1Cn1cccc1C=O	2.2	0	-1.2	4	11	9	-4	107	-1.8	-6	-0.2
C=CCNC(=O)NC(=O)COC(=O)C(C)Oc1ccc(Cl)cc1Cl (stereo unspecified)	3.0	0	-2.1	-21	-8	3	1	99	-0.6	-11	1.0
COc1ccc(NS(=O)(=O)c2ccc(NC(=S)NCC3CCCO3)cc2)cc1 (stereo unspecified)	0.4	4	-1.2	0	-1	0	-1	108	0.1	-20	-2.1
COCCCn1c(SCC(=O)Nc2ccc(C(=O)OC)cc2)nc2ccccc2c1=O	3.1	-2	-0.1	14	-1	7	-6	nt	-1.3	-7	1.7
COC(=O)c1c(NC(=O)C2CCC2)sc(C(=O)N(C)C)c1C	2.4	-10	-1.7	22	31	5	-9	98	-0.9	-7	0.9
CCOc1ccccc1N1CCN(C(=O)c2ccc(OCC(=O)N3CCOCC3)c(OC)c2)CC1	2.8	7	0.1	-10	-10	11	5	109	-2.1	-8	4.5
O=[N+]([O-])c1cc(C(F)(F)F)ccc1NCCNC(=S)Nc1ccc(Cl)cc1	7.3	12	10*	-23	0	4	-13	121	-0.7	25	8.8
CCN1CCS/C1=C\C=C\C1=[N+](CC)CCS1	4.7	9	nt	32	-40	11	-3	108	-2.2	nt	nt
COc1nc(N(C)S(=O)(=O)c2ccc(C)cc2)nc(C)c1Cl	2.1	2	2.8	-8	3	-29	-6	102	5.5	-14	0.2
O=C(Cn1c(=O)cnc2ccccc21)NC1CCC(O)CC1 (stereo unspecified)	1.9	1	-0.8	22	-2	12	1	94	-1.9	-8	1.4
Cc1cccc(N=Cc2cc(Br)cc(Cl)c2O)c1	8.2	9	-0.9	-56	-3	-10	7	98	1.7	97	1.7
CCCCP(=O)(CCCC)Cc1ccccc1	2.6	-5	0.2	14	0	9	-17	103	-1.6	13	4.7
Cc1ccccc1NC(=O)C1CCCN(S(=O)(=O)c2cccc3cccnc23)C1 (stereo unspecified)	3.0	4	-0.7	-6	-1	11	5	105	-2.1	-6	2.5
CCCCc1nc2cc(C(=O)NCCc3c(C)n[nH]c3C)ccc2o1	0.9	5	0.2	-10	3	13	-10	nt	-2.3	-8	1.4
COc1ccccc1N1CCN(C(=S)Nc2ccccc2)CC1	0.0&3.1	10	-8.4	-14	6	6	-3	103	-1.1	-2	-0.6
CCOC(=O)c1cccc(NC(=O)C2CCCN2S(=O)(=O)c2cccc3cccnc23)c1 (stereo unspecified)	3.5	9	-2.8	-25	6	11	-6	104	-2.1	-4	-0.5
COc1ccc(OC)c(NC(=O)c2ccc(OC3CSC3)cc2)c1	0.8	-2	0.4	-23	15	8	0	101	-1.8	25	0.5
Cc1onc(-c2ccccc2)c1C(=O)Nc1ccc(S(=O)(=O)NC(C)(C)C)cc1	0.8	1	-1.4	6	-28	-12	-1	106	2.5	-6	5.8
O=c1c2cn(Cc3ccccc3)c3ccccc3c-2nn1Cc1ccc(F)cc1Cl	-0.2	-7	nt	-7	37	15	11	88	-2.7	nt	nt
O=C(Cc1cc2ccccc2o1)NCc1ccc(F)cc1	2.8	4	-1.4	5	12	5	-3	107	-1.1	-6	3.0
O=C(/C=C/c1ccc(Br)cc1)N1CCN(c2cccc(C(F)(F)F)c2)CC1	3.2	9	-0.2	-14	-3	-25	-4	100	4.1	-18	3.4
O=S(=O)(c1ccc(Cl)cc1)N1CCSC1c1ccco1 (stereo unspecified)	2.6	2	-0.5	12	-5	-10	-7	nt	2.0	-5	1.2
CCCCn1c(N)c(N(C)C(=O)c2cccc(-n3cnnn3)c2)c(=O)[nH]c1=O	2.5	1	0.1	12	7	-12	1	103	2.9	-7	0.3
COc1cc(OCC(=O)NC(C)C)cc2c1C(=O)O[C@@H](C)CCCC(=O)CCCCC2	1.0	-14	-0.5	0	-11	4	-2	110	-0.8	-14	-1.3
CC(=O)N1N=C(c2ccc(C)cc2)OC1c1ccc(Br)cc1 (stereo unspecified)	1.9	16	-0.2	3	8	-22	-16	108	3.8	-30	1.6
C#CCOCCOCCOCCNc1nc(N2CCN(C(=O)[C@H](CC(N)=O)n3cc(C(N)[C@@H](C)CC)nn3)CC2)nc(N2CCN(C(=O)[C@H](CCCCN)n3cc([C@@H](N)CC(N)=O)nn3)CC2)n1 (stereo partly specified)	1.4	6	-1.6	-10	-3	-6	12	101	1.1	-18	1.2

Exported with two lines to a compound: two of the compounds above
Every second line gives: phage Ecoli inh | Tat export inh | Ecoli viability | PfHsp90 set2 | Arrestin-AP2 inh | OPRM1-OPRD1 inv | PKA-R1A act | Pemphigus Ab inh | OPRM1-OPRD1 ag | Mot1-301 SUMO | AddAB inh
COc1ccccc1N1CCN(C(=S)Nc2ccccc2)CC1
    0.0&3.1 | 10 | -8.4 | -14 | 6 | 6 | -3 | 103 | -1.1 | -2 | -0.6
CCOC(=O)c1cccc(NC(=O)C2CCCN2S(=O)(=O)c2cccc3cccnc23)c1 (stereo unspecified)
    3.5 | 9 | -2.8 | -25 | 6 | 11 | -6 | 104 | -2.1 | -4 | -0.5

Compound activity deposited in PubChem BioAssay by several laboratories.
